JMJD2C inh = human JMJD2C demethylase inhibition. Q9H3R0. inhibition, % at 2.35 µM. GST-JMJD2C(1-420) H3K9me3 demethylation, DELFIA europium. AID 2099. 0.069% of 330,000 active;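 active means more than half of a compound's replicate wells show inhibition beyond 50%, single wells judged on their own value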;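 further: signal counts dimethyl H3K9 product captured on neutravidin plate; 0% = median of DMSO wells and 100% = 0.3 times that DMSO median; strong numbers were not always called active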
AHR act = activators of human aryl hydrocarbon receptor | P35869 | AHR-responsive luciferase reporter cells, luminescence | activation, % at 5 µM | 2.5% of 320,000 active; in the data active means activation above about 47%;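 further: 0% = vehicle wells and 100% = reference agonist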
Target sequence (P35869 whole entry, looked up): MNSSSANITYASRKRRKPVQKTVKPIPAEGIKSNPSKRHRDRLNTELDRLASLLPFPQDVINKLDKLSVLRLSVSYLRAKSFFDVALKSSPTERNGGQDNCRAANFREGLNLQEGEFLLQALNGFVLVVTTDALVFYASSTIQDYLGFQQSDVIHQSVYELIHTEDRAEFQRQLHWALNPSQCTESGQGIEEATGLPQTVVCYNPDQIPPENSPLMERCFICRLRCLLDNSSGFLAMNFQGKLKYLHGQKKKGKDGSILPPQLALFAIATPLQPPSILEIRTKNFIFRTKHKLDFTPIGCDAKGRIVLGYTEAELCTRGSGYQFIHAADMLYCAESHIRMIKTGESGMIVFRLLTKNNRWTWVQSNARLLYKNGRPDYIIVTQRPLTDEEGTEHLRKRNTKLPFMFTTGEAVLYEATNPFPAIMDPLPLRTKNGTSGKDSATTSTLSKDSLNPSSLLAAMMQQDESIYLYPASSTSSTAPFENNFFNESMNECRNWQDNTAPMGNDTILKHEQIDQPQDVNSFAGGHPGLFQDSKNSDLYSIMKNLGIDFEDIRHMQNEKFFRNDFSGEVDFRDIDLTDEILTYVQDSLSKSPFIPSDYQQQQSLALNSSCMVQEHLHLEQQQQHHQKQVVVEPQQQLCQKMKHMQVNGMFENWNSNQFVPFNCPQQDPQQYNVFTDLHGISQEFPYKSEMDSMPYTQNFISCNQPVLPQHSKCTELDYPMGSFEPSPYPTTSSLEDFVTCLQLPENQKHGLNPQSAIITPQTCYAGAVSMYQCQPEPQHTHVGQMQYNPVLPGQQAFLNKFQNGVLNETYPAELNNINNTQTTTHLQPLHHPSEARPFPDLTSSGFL
CR mimetic SO = lowers age-related superoxide in aged yeast cells; superoxide response (% of plate mean), % at 10 µM; 0.18% of 330,000 active; AID 2690; S. cerevisiae aged cells, superoxide DHE fluorescence; hits give low values;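 active means superoxide response under a set limit, about three screen SD below normal, cut at about 65% in these data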;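 further: yeast aged for seven days with compound at 30 °C before DHE staining; 100% = average MFI of all compound-treated wells on the plate with controls excluded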
proCasp3 act = activates human procaspase-3 | P42574 | recombinant procaspase-3 D3A, Ac-DEVD-pNA absorbance 405 nm | activation, % at 8.5 µM | 0.11% of 330,000 active | AID 463141;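 active means activation above the mean of all tested compounds plus 3 SD, cut at about 21% in these data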;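 further: 0% = DMSO alone and 100% = DMSO wells spiked with extra 5 µM PC-3 D3A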
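material = Procaspase-3 D3A mutant | probe or stimulus = Ac-DEVD-pNA | compound = single dose, 8.5 µM nominal compound, 0.8% DMSO | timing = 1 h preincubation, 2 h reaction | measured by = 405 nm absorbance of p-nitroaniline, reads at 0 and 120 min | benchmarks = DMSO-only low control, 5 µM PC-3 D3A high control | repeats = singlicate, each compound tested once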
RPL19A TOR yeast = alters RPL19A-GFP fluorescence in TOR pathway yeast screen. S. cerevisiae RPL19A-GFP strain, flow cytometry, 3 h; hits give low values. percent response vs DMSO, % at 10 µM. 0.3% of 330,000 active;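 active means percent response vs DMSO below 50%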;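 further: median channel GFP fluorescence of the barcoded RPL19A-GFP strain; ratio of sample median GFP to plate DMSO average so 100% = DMSO; lower means less RPL19A-GFP as with rapamycin TOR inhibition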
MEP2 TOR yeast = modulators of TOR pathway MEP2-GFP in S. cerevisiae. 0.51% of 330,000 active. S. cerevisiae MEP2-GFP strain, flow cytometry GFP, 3 h; 100% = DMSO control level. AID 2016. GFP response vs DMSO, % at 10 µM;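 active means GFP response versus DMSO above a set limit, roughly screen mean plus 3 SD, cut at about 180% in these data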;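 further: median GFP fluorescence of the barcode-gated MEP2-GFP cells per well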
LAP4-GFP MLPCN = yeast TOR pathway LAP4-GFP modulation; GFP response vs DMSO, % at 10 µM; 0.34% of 320,000 active; S. cerevisiae LAP4-GFP multiplex, flow cytometry GFP, 3 h; median GFP as percent of DMSO wells; AID 2023;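 active means GFP response vs DMSO above a set limit, about the screen mean plus 3 SD, cut at about 150% in these data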
proCasp7 act = activates human procaspase-7, counter-screen for procaspase-3 activators; P55210; recombinant procaspase-7, Ac-DEVD-pNA absorbance 405 nm; D23A/D198A/D206A triple mutant, cannot self-cleave; scale: DMSO 0, 5 µM enzyme 100; activation, % at 8.5 µM; 0.093% of 330,000 active; AID 463210;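 active means percent activation above the screen-wide mean plus 3 SD, cut at about 25% in these data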
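Material: Procaspase-7 triple mutant (PC-7 D3A) | Quantity: 2 µM procaspase-7 mutant as dispensed | Reagent: DEVD-pNA substrate | Times: 1 h preincubation, 2 h reaction | Technique: 405 nm absorbance of p-nitroaniline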
* marks the source's active call; other numbers are inactive results; nt = not tested or not shown; [ ] = dose if it differs, or a comment.

SMILES	JMJD2C inh	AHR act	CR mimetic SO	proCasp3 act	RPL19A TOR yeast	MEP2 TOR yeast	LAP4-GFP MLPCN	proCasp7 act
Cc1ccc(-c2noc(C3CCCN(C(=O)c4ccc(F)cc4F)C3)n2)cc1 (stereo not drawn)	7	0	115	-9	98	99	108	-3
CCOCc1cn(CC(=O)c2ccc([N+](=O)[O-])cc2)c(C)nc1=N	-5	9	103	-4	101	103	101	6
C[C@]12C[C@H](O)[C@H]3[C@@H](CCC4=CC(=O)CC[C@@]43C)[C@@H]1CC[C@@H]2C(=O)CO	57	2	92	0	94	99	103	1
Cc1ccc(NC(=O)CCNC(=O)c2ccc(Cl)cc2)nc1	-43	16	90	5	104	100	100	4
S=C(NC1CCCCC1)N1CCc2[nH]c3ccccc3c2C1	8	5	97	-1	104	114	115	4
FC(F)Oc1ccc(NC(=S)N2CCc3ccccc32)cc1	4	51*	87	-13	99	122	112	-18
COc1cc2c(cc1OC)CN(C(=S)Nc1ccc(Cl)cc1)CC2	3	1	81	1	96	92	93	-11
Cc1cnc(C(=O)OCC(=O)Nc2ccc(Cl)cc2Cl)cn1	1	2	107	3	99	110	102	-8
O=C(COC(=O)c1cccnc1)Nc1ccc2c(c1)OCO2	118	5	98	4	96	94	113	0
Cc1cc(C)c2c(-n3cccc3)c(C(=O)NNS(=O)(=O)c3ccc(Cl)cc3)sc2n1	-2	5	102	3	98	98	103	-6
Cc1c(N2CCCC2)cc2c(c1NC(=O)c1ccccc1Cl)C(C)(C)CC2(C)C	4	0	98	-1	104	108	88	-1
CC(=O)Nc1cccc(-c2csc(Nc3cc(C)ccn3)n2)c1	-7	109*	113	-5	94	97	99	-1
NC(=O)CC(NC(=O)Cc1cccc2ccccc12)c1ccc(NCc2ccc(F)c(F)c2)c([N+](=O)[O-])c1 (stereo not drawn)	-3	-1	110	4	107	99	107	7
Cc1cc(C(=O)OCC(=O)N2CCOCC2)c(C)n1-c1ccccc1	-2	1	110	1	96	97	104	2
COc1ccc(C[C@H]2CN3C(=NC[C@@H]3Cc3ccc(O)cc3)N2C[C@H](C)NC(=O)CCC2CCCCC2)cc1	-14	4	100	6	94	92	129	-8

A draw from above in order of formula weight, highest first:
SMILES	JMJD2C inh	AHR act	CR mimetic SO	proCasp3 act	RPL19A TOR yeast	MEP2 TOR yeast	LAP4-GFP MLPCN	proCasp7 act
COc1ccc(C[C@H]2CN3C(=NC[C@@H]3Cc3ccc(O)cc3)N2C[C@H](C)NC(=O)CCC2CCCCC2)cc1	-14	4	100	6	94	92	129	-8
NC(=O)CC(NC(=O)Cc1cccc2ccccc12)c1ccc(NCc2ccc(F)c(F)c2)c([N+](=O)[O-])c1 (stereo not drawn)	-3	-1	110	4	107	99	107	7
Cc1cnc(C(=O)OCC(=O)Nc2ccc(Cl)cc2Cl)cn1	1	2	107	3	99	110	102	-8

The main list resumes, repeating the four entries before the break.
SMILES	JMJD2C inh	AHR act	CR mimetic SO	proCasp3 act	RPL19A TOR yeast	MEP2 TOR yeast	LAP4-GFP MLPCN	proCasp7 act
CC(=O)Nc1cccc(-c2csc(Nc3cc(C)ccn3)n2)c1	-7	109*	113	-5	94	97	99	-1
NC(=O)CC(NC(=O)Cc1cccc2ccccc12)c1ccc(NCc2ccc(F)c(F)c2)c([N+](=O)[O-])c1 (stereo not drawn)	-3	-1	110	4	107	99	107	7
Cc1cc(C(=O)OCC(=O)N2CCOCC2)c(C)n1-c1ccccc1	-2	1	110	1	96	97	104	2
COc1ccc(C[C@H]2CN3C(=NC[C@@H]3Cc3ccc(O)cc3)N2C[C@H](C)NC(=O)CCC2CCCCC2)cc1	-14	4	100	6	94	92	129	-8
O=C(NC1CCCCCC1)C1c2ccccc2C(=O)N1C1CC1 (stereo not drawn)	75	4	110	6	101	105	102	4
COc1cccc(NC(=O)CN(C)C(=O)c2cccc(S(=O)(=O)N3CC4(C)CC3CC(C)(C)C4)c2)c1 (stereo not drawn)	-4	-1	92	3	96	86	90	-1
O=C(c1cc(N2C(=O)C3C4CCC(C4)C3C2=O)ccc1Cl)N1CCN(c2ccccc2)CC1 (stereo not drawn)	4	2	107	-1	102	101	84	-9
CCCNC(=S)Nc1cccc(C(F)(F)F)c1	-21	3	88	7	100	94	93	4
COc1ccc(-c2ccc(C(=O)C3CC3)cc2)cc1	1	2	95	10	100	104	104	-9
Cc1ccc(-n2c(COc3cccc(C)c3)n[nH]c2=S)cc1	-12	4	110	-10	99	95	96	-26
COc1ccccc1CC(=O)Nc1cccc(S(=O)(=O)N2CCOCC2)c1	0	-1	96	7	106	103	98	-4
CCN(CC1CCCN(CCc2cccc(OC)c2)C1)C(=O)c1ccoc1C (stereo not drawn)	5	nt	94	nt	119	105	79	nt
N/C(=N\OC(=O)Nc1ccccc1)c1ncc([N+](=O)[O-])s1	6	15	109	-1	93[may fluoresce violet]	159[may fluoresce violet]	105[may fluoresce violet]	-10
CC1=CC(C)C(CN(CCC[N+](C)(C)C)C(=O)Nc2ccccc2)C(C)C1 (stereo not drawn)	-3	1	100	0	98	96	103	6
C/C(=N\N1CCN(Cc2ccccc2Cl)CC1)c1ccc(F)cc1	-12	0	93	-8	100	98	105	6
CCCCOC(=O)C1[C@H]2C(=O)N(CCc3ccccc3)C[C@]23C=C[C@H]1O3 (stereo partly drawn)	-9	0	109	-9	102	103	99	-2
COc1ccc(N2CCN(CC(O)COC(C)(C)C)CC2)cc1 (stereo not drawn)	6	1	100	2	98	99	99	8
Cc1cc(C)n2nc(C(=O)NNC(=O)c3ccc(Cl)cc3)nc2n1	-3	5	97	1	95	95	102	-2
CCN(CC)c1nc(C)c(C(C)=O)cc1C#N	-10	-1	100	3	101	109	107	6

Results in proCasp3 act and RPL19A TOR yeast (three entries from above):
| SMILES | proCasp3 act | RPL19A TOR yeast |
| --- | --- | --- |
| Cc1ccc(-n2c(COc3cccc(C)c3)n[nH]c2=S)cc1 | -10 | 99 |
| COc1ccccc1CC(=O)Nc1cccc(S(=O)(=O)N2CCOCC2)c1 | 7 | 106 |
| CCN(CC1CCCN(CCc2cccc(OC)c2)C1)C(=O)c1ccoc1C (stereo not drawn) | nt | 119 |

Next section:
SMILES	JMJD2C inh	AHR act	CR mimetic SO	proCasp3 act	RPL19A TOR yeast	MEP2 TOR yeast	LAP4-GFP MLPCN	proCasp7 act
COCCNS(=O)(=O)c1ccc(OCC(=O)N2CCc3ccccc3C2)c(Cl)c1	5	3	105	0	105	103	106	7
CC1CCC(C(C)C)C(OCC(O)C[N+]2(C)CCCCC2)C1 (stereo not drawn)	3	1	93	-7	95	98	100	10
C=CCOc1ccc(/C=C2\SC(N3CCCCC3)=NC2=O)cc1	12	9	110	15	102	104	101	-14
Cc1c(C(=O)Nc2cc(S(=O)(=O)N3CCOCC3)ccc2N2CCN(C)CC2)oc2ccccc12	9	11	106	10	103	101	96	-3
COc1ccc(C(C#N)N2N=C(C)CC2c2ccccc2)cc1OC (stereo not drawn)	-1	0	100	1	101	106	101	-4
O=C(CSC1=NS(=O)(=O)c2cc(Cl)ccc2N1)Nc1ccccc1C(F)(F)F	1	1	101	0	98	99	97	2
CCOc1cc(/C=N/NC(N)=O)cc(Br)c1OCC(=O)Nc1cccc2ccccc12	13	11	91	3	95	107	102	1
Cc1ccc(NC(=O)C2CCN(C(=O)c3ccco3)CC2)cc1C	-7	-1	100	-1	95	93	92	1
O=C1NC(=Nc2ccccc2Cl)S/C1=C\c1cc([N+](=O)[O-])ccc1O	-8	1	120	-6	99	101	91	-11
Cc1sc2nc(-c3ccco3)oc(=O)c2c1C	-16	1	110	-4	105	98	100	0
O=C(COc1ccccc1)N1CCN(S(=O)(=O)c2ccc(Cl)cc2)CC1	-3	-4	114	9	100	109	107	-13
CCOc1ccc(NC(=O)CNc2cccc(S(=O)(=O)N3CCCCCC3)c2)cc1OCC	-1	1	99	6	97	106	104	2
Cc1cnc(C(=O)OCC(=O)N2CCc3ccccc3C2)cn1	-4	3	92	-2	94	101	93	17
CCOc1ccccc1C(=O)N[C@H](C(=O)Nc1cc(S(=O)(=O)N(C)C)ccc1OC)C(C)C	-17	1	86	2	87	91	92	4
Cc1nn2c3c(cnc2c1-c1ccc(Cl)cc1)C(=O)CC(c1ccco1)C3 (stereo not drawn)	-9	5	104	6	99	93	102	5
COC(=O)c1nn(-c2ccccc2)c(=O)cc1Oc1ccc(Cl)cc1	11	-2	99	13	102	106	107	9
O=C(N/N=C1\CCSC1)c1cc(Cl)ccc1O	-4	7	103	4	98	101	98	-6
O=C(COc1cc2oc(=O)c3c(c2cc1Cl)CCC3)Nc1ccccn1	-28	1	99	6	95	102	89	3
O=C1CCCCC1c1cccc2ccccc12 (stereo not drawn)	1	-2	93	-5	85[may fluoresce violet]	177*[may fluoresce violet]	77[may fluoresce violet]	7
CC(NC(=O)c1noc2c1CCCC2)c1ccccc1 (stereo not drawn)	-2	3	130	1	96	94	98	7
CC(=O)c1c(N2CCOCC2)[nH]c(-c2ccccc2)nc1=S	-4	136*	95	5	99	100	100	-24
COc1ccc(Cn2c(-c3ccco3)nc3oc4cc(OC)ccc4c(=O)c3c2=O)cc1	5	3	109	-1	100	97	95	10
O=C(Nc1cccc2ncccc12)c1ccccc1F	1	nt	102	nt	103	107	102	nt
CCN1CCN(c2nc3c(c(=O)n(C)c(=O)n3C)n2Cc2cccc3ccccc23)CC1	-3	-2	90	4	97	99	95	9
S=C1NCCc2ccc(Cl)cc2C1c1ccccc1 (stereo not drawn)	1	2	96	-15	99	94	96	-4
COc1c(Cl)cc(Cl)cc1C(=O)Nc1ccc(CN2CCCCC2)cc1	-28	-1	87	-1	99	101	99	6
Cn1cccc1CC(=O)N/N=C/c1cccc([N+](=O)[O-])c1	-2	8	112	3	92	99	95	-8
O=C(CSc1ccc(Cl)cc1)c1ccco1	13	-2	103	3	96	97	117	8
COc1ccc(-n2c(C)cc(C(=O)COC(=O)c3cc(NC(=O)c4cccs4)c(OC)c(OC)c3)c2C)cc1	-7	5	101	-3	105	104	92	-5
CCc1nnc(NC(=O)CSc2nnc(C)n2Cc2ccccc2)s1	-1	1	104	-2	98	104	97	-5
O=C(c1cccc(C(F)(F)F)c1)N(c1ccccn1)C1CCCCC1	28	-1	96	8	103	97	101	-16
C#CC[N+](CC)(CC)CC#Cc1ccccc1	-1	-4	97	0	101	104	111	-4
Cc1nc(C)n(C(Oc2ccc(Cl)cc2Cl)C(=O)C(C)(C)C)n1 (stereo not drawn)	7	1	107	-9	110	116	126	6
